High-throughput results: PubChem, National Center for Advancing Translational Sciences (NCATS)
HP1b chromo inh = HP1-beta chromodomain-methylated histone interaction inhibition | P83916 | AlphaScreen HP1-beta / biotin-H3K9me3 peptide binding | Potency, µM (titrated, usually from 114 µM), for inactives: at the highest dose activity change, negative = inhibition, usual class: inhibitors | hit rate 0.56% among 390,000; note: nearly all actives have a fitted effect of over 70% in size; inactives centre near 23
Target sequence (P83916 whole entry, looked up): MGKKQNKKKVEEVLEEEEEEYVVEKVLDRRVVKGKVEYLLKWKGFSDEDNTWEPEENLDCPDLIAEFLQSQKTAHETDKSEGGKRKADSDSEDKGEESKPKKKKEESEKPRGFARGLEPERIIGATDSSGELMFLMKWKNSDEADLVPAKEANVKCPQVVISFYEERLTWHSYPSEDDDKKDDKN
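Compound inhibition of the preformed complex between 50 nM HP1-beta and 50 nM biotinylated H3K9me3 peptide was read by AlphaScreen. Buffer was PBS pH 7.4 with 0.01% Tween-20. Incubations ran 30 min at room temperature, with 10 ug/mL donor/acceptor beads.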
GLS inh = inhibitors of human glutaminase (GLS). hit rate 0.21% among 410,000. O94925. GLS enzymatic activity, qHTS titration. Potency, µM (highest dose often 45.5 µM), for the others: top-dose activity change, negative = inhibition, actives largely listed as inhibitors; note: % is set by controls: 0 for no effect and ±100 for the full control effect
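Two-point fluorescence kinetic (t0, 30 min RT) for hKGA; glutamate detected via glutamate oxidase–HRP–Amplex Red. Substrate: 1 mM L-glutamine solution; buffer 45 mM KH2PO4, pH 8.2.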
Pin1 inhibitor = blocks the human prolyl isomerase Pin1 | Pin1 FP peptide displacement, HiFluor488, 10 min | Potency, µM (top dose mostly 115 µM), for inactives: at the highest dose activity, negative = inhibition, actives largely listed as inhibitors | hit rate 0.009% among 390,000; active = well fitted inhibition curve with a large enough effect in the polarisation, with a control signal flat, not every such curve was filed as active; inconclusive = small, poorly fitted or top-dose-only effect, or effect the other way, or a change in a side signal; inactive = no such curve, though single readings can be large or run the other way; the % refers to the polarisation; note: % is set by controls: 0 for no effect and ±100 for the full control effect
Target sequence (Q13526 whole entry, looked up): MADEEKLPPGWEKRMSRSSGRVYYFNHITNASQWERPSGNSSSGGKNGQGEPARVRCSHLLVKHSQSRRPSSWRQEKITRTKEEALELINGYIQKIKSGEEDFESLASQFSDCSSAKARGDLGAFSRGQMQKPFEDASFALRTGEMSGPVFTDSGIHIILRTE
rTrxR1 inhibitor = blocks rat thioredoxin reductase 1; recombinant rTrxR1, NADPH fluorescence consumption, selenite substrate; hit rate 1% among 390,000; O89049; Potency, µM (top dose mostly 114 µM), without a hit: top-dose activity change, negative = inhibition, most hits filed as inhibitors; AID 588453; note: % is set by controls: 0 for no effect and ±100 for the full control effect; nearly all actives have a fitted effect of over 65% in size
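Rat TrxR1 (90 nM in the dispensed reagent) was pre-reduced with 400 uM NADPH for 5 min at room temperature, then incubated with compound for 15 min. After 400 uM selenite was added, NADPH fluorescence (Ex 340/Em 450 nm) was followed for 8 min.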
ERG Ets-DNA blk = blocks human ERG Ets domain binding to DNA. P11308. Potency, µM (highest dose often 76.9 µM), for the others: top-dose FP activity, negative = inhibition, usual class: inhibitors. AID 624246. fluorescence polarization, His-ERG Ets domain / labelled DNA. hit rate 0.028% among 370,000; active = well fitted inhibition curve with a large enough effect in the polarisation, with a control signal flat; inconclusive = small, poorly fitted or top-dose-only effect, or effect the other way, or a change in a side signal; inactive = no such curve, though single readings can be large or run the other way; the % refers to the polarisation;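 note: polarization taken with two DNA probes labelled with fluorescein and Texas red; % of control where 0% means no effect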
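His-tagged ERG Ets domain (1 uM in the protein solution; 300mM KCl, 50mM Tris-HCl, 1mM EDTA, 1mM DTT, pH 7.5) received compound, then a probe mix of 5 nM fluorescein-DNA and 100nM Texas-615-DNA. Fluorescence polarization was read for both dyes.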
RGS4 inh = human RGS4 inhibition; Potency, µM (top dose mostly 114 µM), for the others: top-dose activity change, negative = inhibition, most hits filed as inhibitors; hit rate 0.039% among 390,000; P49798; Transcreener GDP fluorescence polarization, RGS4-accelerated GTP hydrolysis; note: % is set by controls: 0 for no effect and ±100 for the full control effect; nearly all actives have a fitted effect of over 75% in size; some results filed as inactive show a strong effect at the top dose
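MLSMR compounds (23 nl, pin-transferred) preincubated 10 min at room temperature with a 500nM (2x) first reagent, then RGS4 at 900nM (2x) plus Transcreener GDP mix added; fluorescence polarization (620/688 nm) read before and after 90 min at 30 °C.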
PGK inhibitor = T. brucei PGK inhibition; PGK/GAPDH coupled, Kinase-Glo luminescence, 60 min; Potency, µM (highest dose often 57.5 µM), for inactives: at the highest dose activity change, negative = inhibition, most hits filed as inhibitors; P07378; hit rate 0.043% among 380,000; note: % is set by controls: 0 for no effect and ±100 for the full control effect; nearly all actives have a fitted effect of over 60% in size
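Luminescent ATP detection (Kinase-Glo Plus) follows a 60-minute room-temperature incubation, with wells lacking PGK as controls. Buffer: 100 mM TEA (pH 7.6), 5 mM MgCl2, 0.01% Tween-20. Coupling enzyme GAPDH (100 nM final) supplies unstable 1,3-BPG in-well.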
JMJD2A Tudor inh = blocks the human JMJD2A Tudor domain. hit rate 4.4% among 390,000. AID 504339. Potency, µM (series often up to 114 µM), without a hit: at the top dose activity change, negative = inhibition, usual class: inhibitors. AlphaScreen JMJD2A-Tudor / H3K4me3 peptide binding. O75164; note: % is set by controls: 0 for no effect and ±100 for the full control effect; nearly all actives have a fitted effect of over 50% in size
12-LOX inh = inhibitors of human 12S-lipoxygenase ALOX12. P18054. purified 12hLO, xylenol orange hydroperoxide absorbance. Potency, µM (titrated, usually from 108 µM), inactives show at the top dose activity change, negative = inhibition, actives largely listed as inhibitors. hit rate 1.1% among 580,000. AID 1671190; note: % is set by controls: 0 for no effect and ±100 for the full control effect
Target sequence (P18054 whole entry, looked up): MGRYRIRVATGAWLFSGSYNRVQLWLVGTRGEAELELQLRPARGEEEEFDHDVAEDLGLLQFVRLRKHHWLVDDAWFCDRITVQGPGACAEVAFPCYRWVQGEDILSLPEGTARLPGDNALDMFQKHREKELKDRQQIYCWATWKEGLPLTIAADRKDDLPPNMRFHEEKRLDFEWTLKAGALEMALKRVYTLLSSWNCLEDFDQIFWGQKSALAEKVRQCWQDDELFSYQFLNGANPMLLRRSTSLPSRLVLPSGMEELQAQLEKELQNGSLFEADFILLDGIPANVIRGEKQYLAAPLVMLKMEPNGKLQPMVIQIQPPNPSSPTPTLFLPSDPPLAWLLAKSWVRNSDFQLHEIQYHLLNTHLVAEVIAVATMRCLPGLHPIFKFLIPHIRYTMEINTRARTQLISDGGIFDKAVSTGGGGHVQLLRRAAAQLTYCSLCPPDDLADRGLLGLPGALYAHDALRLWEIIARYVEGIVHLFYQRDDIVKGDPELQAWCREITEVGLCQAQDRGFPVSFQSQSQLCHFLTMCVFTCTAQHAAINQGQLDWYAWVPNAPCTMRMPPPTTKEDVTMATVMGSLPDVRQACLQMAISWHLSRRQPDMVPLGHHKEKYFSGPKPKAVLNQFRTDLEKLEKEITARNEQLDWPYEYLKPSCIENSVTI
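Purified human 12hLO (150 nM final) in 25 mM Hepes, 0.01% Triton X-100, pH 7.0 was preincubated 15 min at room temperature with compound. Then 40 uM arachidonic acid was added, 30 min. Hydroperoxide was read by Fe-XO absorbance ratio 573/405 nm.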
* marks the source's active call; other numbers are inactive results; i = inactive; ? = inconclusive; · = not tested or not shown; & = joins results of further samples; [ ] = another dose, or the depositor's remark. Unless noted, calls come from the whole dose curve; as a rule, active = well fitted curve in the direction sought with a large enough effect; inconclusive = small, poorly fitted or top-dose-only effect, or another doubt; inactive = no such curve, though single readings can be large; an effect the other way counts as inactive or inconclusive. Potency is the fitted concentration of half-maximal effect. An excerpt; count on the stated rates, not on these rows.

Compound	HP1b chromo inh	GLS inh	Pin1 inhibitor	rTrxR1 inhibitor	ERG Ets-DNA blk	RGS4 inh	PGK inhibitor	JMJD2A Tudor inh	12-LOX inh
N#Cc1ccc(NC(=S)NC(=O)CCc2ccc(S(=O)(=O)N3CCOCC3)cc2)cc1	5%	6%	36%[activator]	14%	1%	-2%	4%	-20%	-3%
CC(C)c1ccc(-n2ccnc2SCC(=O)O)cc1	47%[activator]	4%	-2%	9%[57.1 µM]	0%	-25%	i	0%	1%
CC(=O)N1c2ccc(S(=O)(=O)NCC3CCC(C(=O)Nc4ccc(C)cn4)CC3)cc2CC1C (stereo not given)	65%[activator]	-11%	-1%	5%	-8%	-10%[11.4 µM]	-9%	-13%	-10%
CCCCNC(=O)NS(=O)(=O)c1ccc(C(=O)OC)o1	29%	4%	-2%	0%[57.1 µM]	-1%	-3%	2%	?	16%
COc1ccc(OC)c(C(=O)NC(CC(N)=O)c2ccc(N3CCN(c4ccc(F)cc4)CC3)c([N+](=O)[O-])c2)c1 (stereo not given)	?	7%	?	8%	13%	?	1%	?	?
Cc1ccc(SCCNC(=O)/C=C/c2ccc(Cl)cc2)cc1	22%	8%	-12%	-12%	·	2%	6%	-10%	-21%
O=C1CC/C=C\C[C@@H](CC(=O)N(CCO)Cc2ccccc2)C(=O)N[C@H](Cc2c[nH]c3ccccc23)CO1	23%	6%	2%	13%	-2%	1%	-4%	-19%	17%
CCOc1cc(/C=N/Nc2nc(N3CCCCC3)nc(N3CCCCC3)n2)ccc1OC(=O)c1ccco1	?	1%	-1%	24%	-10%	-32%	·	-34%	10%
CC(Sc1nnc2c(n1)C1(C)CCC2C1(C)C)C(=O)Nc1ccccc1 (stereo not given)	1%	-7%	-3%	-1%	-1%	?	-2%	-12%	-6%
CN(CCc1ccccn1)S(=O)(=O)c1ccccc1F	30%	0%	-6%	-3%[57.1 µM]	-9%	10%	5%	?	0%
Cc1ccc(S(=O)(=O)N2CCC(C(=O)OCC(=O)NCc3ccco3)CC2)cc1C	-9%	2%	-7%	12%	-6%	-2%	-1%	-15%	-22%
COc1ccc(C2(CNC(=O)C(=O)Nc3ccc(C)c(Cl)c3)CCCC2)cc1OC	3%	1%	3%	26%	-9%	11%	-1%	-22%	1%
COc1cccc(CC(=O)OCC(=O)NC(=O)c2ccc(OC(F)F)cc2)c1	19%	16%	0%	-13%	25%	10%	-2%	-11%	-1%
CC(C)(C)SCCNC(=O)CN(c1ccccc1)S(=O)(=O)c1ccc(F)cc1	45%	0%	-2%	28%[57.1 µM]	-2%	6%	-1%	-8%	-5%
CN(C)CCCNCC(=O)Nc1ccccc1N1CCOCC1	-16%	1%	-13%	12%[57.1 µM]	-5%	-3%[11.4 µM]	-2%	?	?
O=[N+]([O-])c1cc2c(cc1/C=N/n1c(-c3ccccc3)n[nH]c1=S)OCO2	?	?	5%	-9%[57.1 µM]	7%	-34%	-8%	4µM*	?
Cc1c(NS(=O)(=O)c2cccc(C(=O)N3CCCC3)c2)c(=O)n(-c2ccccc2)n1C	40%[activator]	1%	-5%	14%	-3%	10%	-7%	-17%	185%[activator]
NC(N)=NCc1cccc(I)c1	48%[activator]	-9%&0%&1%	-2%	20%[57.1 µM]	27%	-7%[56.9 µM]	i	-8%	-9%
COc1ccccc1NC(=O)C(=N\O)/C(C)=N/O	-16%	55%[activator]	-2%	-9%	-6%	11%	-12%	?	-4%
COc1ccc(C(=O)NC2CC(C)(C)Cc3c2cnn3-c2ccccc2)cc1OC (stereo not given)	27%	3%	-8%	21%	3%	-9%	i	-22%	9%
C=CCn1c(O)c(/C=C2\C=NN=C2c2ccccc2)sc1=S	1%	-2%	5%	15%	-11%	4%	-1%	?	280%[activator]
O=C(COC(=O)CNC(=O)c1ccc(Cl)c([N+](=O)[O-])c1)NC(=O)CN1CCCC1=O	11%	4%	-3%	-7%	2%	4%	-1%	-14%	-9%
COc1ccc(-c2oc(NC(C)=O)c(C#N)c2-c2ccc(OC)cc2)cc1	-9%	6%	12%	-25%	6%	9%	-1%	?	-41%
COc1ccc(C)cc1NC(=O)C(=O)NCC1(c2ccccc2)CCCC1	65%[activator]	-1%	1%	38%[activator]	-1%	12%	i	3%	-12%
COc1ccc(NC(=O)Cn2c(C)cc3ccccc3c2=O)c(OC)c1	11%	1%	3%	16%	9%	-26%	-6%	-16%	-16%
Cc1cc2nc(N3CCN(C(=O)c4cccs4)CC3)sc2cc1C	38%	-4%	-5%	-2%[57.1 µM]	-21%	1%	-4%	-14%	13%
C[C@H](CO)N1C[C@H](C)[C@@H](CN(C)S(=O)(=O)c2ccc(F)cc2)Oc2ccc(NC(=O)c3ccncc3)cc2C1=O	25%	3%	0%	11%[57.1 µM]	-1%	6%	-8%	-24%	?
COc1ccc(-c2ncc3ccccn23)cc1	14%	7%	18%	2%[57.1 µM]	-13%	-24%	-7%	-30%	8%
O=C(CNC(=O)c1ccco1)N=Nc1c(O)[nH]c2ccc([N+](=O)[O-])cc12	16%	3%	?	-13%	16%	-4%	-8%	-15%	22%
COc1cccc(NC(=O)CSc2nnc(Cn3cnc([N+](=O)[O-])n3)n2C)c1	32%	2%	0%	15%[57.1 µM]	-14%	-13%	i	-6%	4%
CC[C@H](C)[C@H]1CNC(=O)C(=O)N1CC1CCN(CCCc2ccc(OC)c(OC)c2)CC1	-4%	6%	2%	12%	2%	22%	1%	79µM*	1%
C#CCOCCOCCOCCNc1nc(N2CCN(C(=O)C([C@@H](C)CC)n3cc(C(N)Cc4ccc(O)cc4)nn3)CC2)nc(N2CCN(C(=O)[C@H](CCC(=O)O)n3cc(C(N)Cc4ccc(O)cc4)nn3)CC2)n1 (stereo not given in full)	31%	31%[activator]	6%	7%	-11%	8%	i	50µM*	·
CC1=NN(C(C#N)c2ccccc2)C(C)(C)C1 (stereo not given)	28%	-7%	1%	-2%	2%	9%	·	-10%	-20%
CC(C)Cn1c2c(c(O)c(C(=O)Nc3ncccc3O)c1=O)CCCC2	26%	41%[activator]	-5%	-7%	8%	-16%	6%	-26%	444%[activator]
COCCCNC(=O)Cn1c(=O)n(-c2ccccc2)c(=O)c2c1c1cc(OC)ccc1n2C	6%	4%	1%	34%	-5%	7%	-1%	-12%	-16%
CC(C)CN(C(=O)C1=NN(c2ccccc2)C(=O)CC1)c1c(N)n(Cc2ccccc2)c(=O)[nH]c1=O	35%	-2%	-9%	3%	21%	9%	-4%	-6%	357%[activator]
COc1cc(NS(=O)(=O)c2ccc(NC(=O)C(C)Oc3ccc(Cl)cc3Cl)cc2)nc(OC)n1 (stereo not given)	9%	0%	-14%	-12%	-1%	10%	-12%	-26%	7%
O=C(COc1ccc(/C=N/NC(=O)c2ccncc2)cc1)Nc1ccc([N+](=O)[O-])cc1	19%	7%	6%	1%[57.1 µM]	-3%	4%	-8%	?	-25%
Cc1cc(C)c(C)c(S(=O)(=O)N[C@@H](C)C(=O)OCC(N)=O)c1C	11%	1%	0%	7%[57.1 µM]	4%	2%	7%	-13%	0%
COc1ccc(CCNC(=O)Cn2c(-c3cccs3)cc3cc(F)ccc32)cc1OC	11%	0%	3%	31%	1%	6%	1%	-17%	-14%
O=C(N/N=C/c1ccccn1)c1ccco1	37%	4%	3%	-23%	-2%	0%	-7%	-11%	1%
O=C(c1c[nH]c2ccc(S(=O)(=O)Nc3ccccc3F)cc2c1=O)N1CCCCCC1	29%	4%	0%	-12%	?	-8%	6%	-22%	-16%
CCO[C@@H]1OC(C(=O)N2CCCCCCC2)=C[C@H](c2cn(C(C)=O)c3ccccc23)[C@H]1CCCO	32%	4%	?	3%	11%	-7%	-3%	-25%	·
Cc1ccsc1/C=N/NC(=O)c1c[nH]c2ccccc12	31%	9%	1%	-19%	4%	-29%	-4%	-8%	-12%
Cc1cc(Cl)ccc1C(=O)C1CCCN(C(=O)CCn2cncn2)C1 (stereo not given)	10%	2%	-10%	19%	-1%	7%	-5%	-14%	0%
CC(C)=NNc1nc2c(c(=O)[nH]c(=O)n2C)n1CCCc1ccccc1	15%	-2%	?	1%	-5%	-6%	?	?	0%
COc1cccc(OCCOc2ccc(/C=C3\C(=N)N4N=C(S(C)(=O)=O)SC4=NC3=O)cc2OC)c1	-3%	-3%	-6%	-22%	7%	-18%	-1%	56µM*	?
Cc1nc(C(=O)N2CCc3c([nH]c4ccccc34)C2c2cc(F)ccc2F)cs1 (stereo not given)	9%	6%	6%	5%[57.1 µM]	-4%	1%	2%	?	-6%
COc1ccccc1S(=O)(=O)Cc1ccc(C(=O)NCCN2CCCC2)o1	?	1%	-1%	-14%	-7%	-3%	-2%	-3%	-5%
O=C(C1CCN(c2ccc(N3CCOCC3)nn2)CC1)N1CCN(c2ccc(F)cc2)CC1	21%	22%	15%	5%	2%	-3%	-10%	-16%	·
